SK-BR-3 tox 24h – SK-BR-3 proliferation inhibitors; SK-BR-3 viability, CellTiter-Glo ATP luminescence, 24 h; stronger effect = lower value; 0.47% of 41,000 active; viability, % at 10 µM;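 active = viability at or below the median of all test compounds minus 3 SD, in both replicates if run twice, cut at about 45% in these data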;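 note: 100% = median untreated cell wells and 0% = median positive control drug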
An asterisk follows results filed as active; & = joins results of further samples. Not all compounds are listed, so the mix of outcomes need not match the whole.

SMILES	SK-BR-3 tox 24h
Nc1c(C2=NCCO2)nnn1Cc1ccccc1	113
CNc1oc(-c2ccc(Cl)cc2)nc1C#N	78
COCCCN1C(=O)C(=O)/C(=C(/O)c2ccc3c(c2)OCCO3)C1c1ccc(C(=O)OC)cc1 (stereo not given)	99
CCCNc1nc2c(c(=O)[nH]c(=O)n2C)n1CCCc1ccccc1	121
Cc1ccc(OCc2nn3c(-c4ccco4)nnc3s2)cc1	102
CN1CC=C2C(C#N)=C(N)C(C#N)(C#N)C(c3cccc(Cl)c3Cl)C2C1 (stereo not given)	76
O=C(NC1CCCc2ccccc21)C1CCCO1 (stereo not given)	114
CC1Cc2ccccc2N1C(=O)c1ccnc(C(C)(C)C)c1 (stereo not given)	81
CCC(C)NC(=O)C1CN(S(=O)(=O)c2ccccc2)CCN1S(=O)(=O)c1ccccc1 (stereo not given)	119
CCOC(=O)Nc1nnc(-c2cccc(OC)c2)s1	110
COc1ccc(CN2C(=O)CN=C2Nc2ccc(C)cc2C)cc1	122
CN(C)c1oc(COc2ccccc2F)nc1C#N	92
CCOc1ccccc1NC=C1C(=O)OC(C)(C)OC1=O	95
COc1ccc(-c2cc3ccccc3n2CC(O)CN2CCOCC2)cc1 (stereo not given)	94
COc1cc(C(=O)Nc2ccc(NC(=O)c3ccco3)nc2)cc(OC)c1OC	83
Cc1ccccc1Oc1ccc(S(=O)(=O)NCCC(=O)O)cc1	123
C=CCNc1ncnc2ccc(Br)cc12	95
CCc1nc(NCCN2CCOCC2)c(C#N)c2c1CCCC2	77
CC1=C(C(=O)OC2CCCCCCC2)C(c2cccc(O)c2)NC(=O)N1 (stereo not given)	98
CCOc1ccc(NC(=O)CSc2nc3cccnc3n2CC)cc1	60
Cn1nnnc1SCC(=O)NCC(=O)c1ccccc1	83
COc1ccccc1CNC(=O)COC(=O)c1ccc(S(=O)(=O)N2CCCC2)cc1	84
CN(C)CCN1C(=O)C(O)=C(C(=O)c2ccco2)C1c1ccccc1F (stereo not given)	90
CC(C(=O)NCc1ccccc1)N1C(=O)C2CC=C(Cl)CC2C1=O (stereo not given)	81
COc1ccc(NC(=O)CS(=O)CC(=O)NCc2cccc(C(F)(F)F)c2)cc1 (stereo not given)	90
CC1CN(c2oc(-c3ccco3)nc2S(=O)(=O)c2ccccc2)CC(C)O1 (stereo not given)	85
Cn1nnnc1SCCNCC#Cc1ccccc1	72
Cc1onc(-c2ccccc2Cl)c1C(=O)N1CCc2ccccc21	92
COc1cc(-c2nnc(SCC(=O)c3ccccc3)o2)cc(OC)c1OC	84
Cc1cc(NS(=O)(=O)c2ccc(NC(=O)CCc3ccccc3)cc2)no1	103
CCn1c(Cc2ccccc2)nnc1SCC(=O)Nc1cc(C)on1	111
C=C(C)CSc1nc2c(cc1C#N)CCC2	87
NCCCCCNC(=O)/C=N\O	80
O=C(NCC1CCCO1)c1nn2cccnc2c1Cl (stereo not given)	80
CCCOc1ccc(Cc2nn[nH]n2)cc1	106
c1ccc2nc3c(nc2c1)CCc1nonc1-3	89
CCOc1ccccc1OCC(=O)Nc1ccc(N2CCCCC2)cc1	59
Cc1ccc(-n2ncc3c(=O)n(Cc4ccccn4)cnc32)cc1C	153
O=C(Nc1ccc(F)c(F)c1)NC1CCCCC1	92
CC(C)Oc1ccc(CC2CC(=O)NC2=O)cc1 (stereo not given)	84
COc1ccc(Cl)cc1C(=O)CSc1nnnn1C1CCCC1	81
COc1ccc(-c2cc(C(=O)N3CCCCC3)no2)cc1OC	81
Nc1n[nH]c(-c2ccc(F)cc2)n1	98
CCOc1ccc(CSC(CC(=O)O)C(=O)O)cc1 (stereo not given)	110
O=C(CSc1nnc(COc2ccccc2)o1)N1CCN(c2ccccc2)CC1	84
COCCN(CCOC)c1cc(C)c(C#N)c2nc3ccccc3n12	87
CCOc1ccc(/C(O)=C2\C(=O)C(=O)N(c3cc(C)on3)C2c2ccccc2OC)cc1 (stereo not given)	109
Cc1cc(C)nc(N2CCN(c3ncnc4c3cnn4Cc3ccc(Cl)cc3Cl)CC2)n1	71
O=C(NCc1ccco1)c1cccc(S(=O)(=O)N2CCCCC2)c1	73
CCc1ccc(NC(=O)Cn2c(=O)n(CCCC(=O)NCc3ccco3)c(=O)c3ccccc32)cc1	53
CCOC(=O)c1ccc(NCC(O)COc2ccccc2)cc1 (stereo not given)	92
COc1ccc(C2C(C(=O)c3ccco3)=C(O)C(=O)N2CCc2ccccc2)cc1OC (stereo not given)	101
COCc1ccccc1Cn1cnc2c1c(=O)n(C)c(=O)n2C	96
Cc1cc(C)nc(SCc2nnc(SCC(=O)Nc3ncc(C)s3)n2Cc2ccco2)n1	88
COc1ccc(C(=O)OC(C)CN2CCOCC2)cc1OC (stereo not given)	98
Cc1occc1-c1nnc(SCCCC(=O)c2ccc(F)cc2)n1C	107
Cc1cc(C)nc(N(C#N)CC(=O)c2ccccc2)n1	87
COC(=O)c1ccc(NC(=O)C2CCCN2S(=O)(=O)c2ccc(F)cc2)cc1 (stereo not given)	93
COCCN(C(=O)CCC(=O)Nc1cccnc1)C(C(=O)NC1CCCCC1)c1ccccc1 (stereo not given)	98
O=C1c2ccccc2C(=O)N1c1ccc(S(=O)(=O)N2CCN(c3ccccc3)CC2)cc1	98

Further structures follow.
SMILES	SK-BR-3 tox 24h
Cc1cccc2cc(COC(=O)c3cccnc3)c(=O)[nH]c12	94
O=C(CN1C(=O)c2ccccc2C1=O)Nc1ccccc1F	96
CCOc1ccc(OCC)c(NC(=O)CSCC(=O)O)c1	102
COC(=O)C1=C(C)NC2=C(C(=O)c3ccccc32)C1c1ccc(-c2ccc(C(=O)O)cc2)o1 (stereo not given)	88
CN1CCN(/C(=N\O)c2nonc2N)CC1	107
Cc1cccc(OCc2n[nH]c(=S)o2)c1	105
Fc1ccc(CSc2nnc(-c3cccs3)o2)cc1	90
C=CCN(CC=C)c1nc2ccccc2nc1C(C#N)C(=O)OC(C)C (stereo not given)	75
CCC(=O)Nc1nonc1-c1nc2ccccc2n1N(C(=O)CC)C(=O)CC	101
O=C(c1ccc(F)cc1)N1CCN(Cc2ccccc2Br)CC1	98
O=C(Oc1ccnc2cc(Cl)ccc12)N1CCOCC1	96
COc1ccc(CC(=O)NC2CCN(CC(=O)N3CCCc4ccccc43)CC2)cc1OC	108
Cc1ccc(-c2noc(C3CCCN(C(=O)c4ccc(F)cc4F)C3)n2)cc1 (stereo not given)	42*
CCOc1c(Cl)cc(C(=O)NCCN2CCCCC2)cc1Cl	72
CCn1c(NCc2ccc(N(C)C)cc2)nc2ccccc21	100
COc1ccc2c(C)cc(=O)oc2c1C	102
CC(=O)NCC(=O)N(C)C(C(=O)Nc1ccc2c(c1)OCCO2)c1ccccc1 (stereo not given)	76
Cc1cc(NS(=O)(=O)c2ccc(Cl)cc2)nn1CC(=O)NCc1ccco1	83
CCOCCc1nnc(NC(=O)c2cc(OC)c(OC)c(OC)c2)s1	97
O=C(CSc1nnc(-c2cccnc2)n1Cc1ccccc1)NCc1ccco1	90
C[N+]12CCC(CC1)C(OC(=O)C(O)(c1ccccc1)c1ccccc1)C2 (stereo not given)	96
CCn1c(SC)nnc1-c1sc2cc(Cl)ccc2c1Cl	81
C=C(C)CN1C(=O)C(O)(CC(=O)c2ccc3c(c2)OCCO3)c2ccccc21 (stereo not given)	87
COc1ccccc1NS(=O)(=O)c1ccc(O)c(C(N)=O)c1	91
COc1cc(OC)c2c(C)cc(=O)oc2c1	93
O=C(O)c1cc2cc(F)ccc2[nH]1	90&83
O=C(CCCOc1ccc(Cl)cc1Cl)N1CCN(c2ccccn2)CC1	98
Cc1ccc(-n2nc3c(c2NC(=O)C(C)(C)C)CSC3)c(C)c1	101
COc1cccc(-c2nc(NC(C)C)c3ccccc3n2)c1O	66
COc1ccccc1-c1nc(C#N)c(N2CCN(c3cccc(Cl)c3)CC2)o1	97
CC(=NCc1cccnc1)C1=C(O)c2ccccc2C1=O	91
CCCCCC1CC(CC#CCN2CCOCC2)C(=O)O1 (stereo not given)	90
Cc1nc2cc(N3CCCCC3)c(NC(=O)c3cccnc3)cc2c(=O)n1Cc1ccccc1	66
Cn1ccnc1SCC(=O)c1cc2ccccc2o1	99
O=C(COC(=O)C1CC2C=CC1C2)NCc1ccco1 (stereo not given)	108
O=C(O)CCC1COc2ccccc2O1 (stereo not given)	98
COc1ccc(Cc2nnnn2CC(=O)O)cc1	103
O=C(Cn1nnc(-c2ccc3c(c2)OCO3)n1)NCc1ccco1	92
CCOC(=O)c1c(NC(=O)CSc2nc(C)cc(C)c2C#N)sc(C(C)=O)c1C	81
Cc1noc(NS(=O)(=O)c2ccc(N/C=C/C(=O)c3cccnc3)cc2)c1C	76
O=C1NC(c2ccco2)Nc2ccccc21 (stereo not given)	64
CCN(CC)CCN1C(=O)C(O)=C(C(C)=O)C1c1ccccc1 (stereo not given)	105
Cc1[nH]nc2c1C(C(C)C)C(C#N)=C(N)O2 (stereo not given)	88
CCOC(=O)c1c(NC(=O)c2csc(C)c2)sc(C(C)=O)c1C	89
COc1ccc(C2(O)CC3CCC(C2)N3c2nc(C)cc(C)c2C#N)cc1 (stereo not given)	84
COc1cccc(N(C(=O)c2ccn[nH]2)C2(C(=O)Nc3c(C)cccc3C)CCCCC2)c1	61
Cc1cc2ncn(/N=C/c3cc(Br)ccc3O)c2cc1C	87
N#Cc1c(N)nc(SCC(=O)NCc2ccc3c(c2)OCO3)c(C#N)c1-c1cccs1	96
O=C(CCN1Cc2ccccc2C1)c1ccc2c(c1)OCCO2	91
Cc1ccc(Oc2cc(C)nc(-c3ccccc3O)n2)cc1	82
CCC(Oc1ccc(C)c(C)c1)C(=O)O (stereo not given)	85
O=c1[nH]c2cc3c(cc2cc1CN(Cc1cccs1)Cc1nnnn1Cc1ccco1)OCCO3	74
Cc1ccc(NC(=O)Cn2cnc3c(=O)n(C)c(=O)n(C)c32)c(C)c1	90
CC1=C(C(=O)Nc2ccc(C)cc2)C(c2ccc(C)o2)C2=C(CC(C)(C)CC2=O)N1 (stereo not given)	92
CCN(CC)CCNC(=O)Cc1c(C(=O)O)n(CC)c2ccccc12	105
O=C(O)C1C2C=CC(C2)C1C(=O)NCCCn1ccnc1 (stereo not given)	100
Nc1ccc(N2CCCCC2)cc1N1CCCCC1	73
Cc1cc(C(=O)Nc2ccc3c(c2)OCCO3)c(C)o1	79
COc1ccccc1NC(=O)CN1CCN(c2ccc(Cl)cc2)CC1	70
Cc1ccc(-c2nc3ccccc3o2)cc1NC(=O)c1ccc2c(c1)OCO2	102

A run of entries of the results above, as a working copy:
SMILES	SK-BR-3 tox 24h
COc1cccc(N(C(=O)c2ccn[nH]2)C2(C(=O)Nc3c(C)cccc3C)CCCCC2)c1	61
Cc1cc2ncn(/N=C/c3cc(Br)ccc3O)c2cc1C	87

(cont.)
SMILES	SK-BR-3 tox 24h
O=C(CCC1CCCC1)NCc1ccccn1	169
CCCc1cc(-c2ccc(O)c(OCC)c2)c(C#N)c(N)n1	92
CC(C)c1nc2sc3c(NCc4ccco4)ncnc3c2c2c1COC(C)(C)C2	61
CCCCn1c(SCc2nnc(-c3ccccc3)o2)nc2c1c(=O)n(C)c(=O)n2C	70
CC(=O)Nc1cccc(C(=O)Oc2cccc(C)c2)c1O	82
O=C(NC1CCS(=O)(=O)C1)c1ccc(S(=O)(=O)NCC2CCCO2)cc1 (stereo not given)	102
Cc1nc(Nc2ccccc2)[nH]c(=O)c1CCC(C)C	109
CCCN(c1nc(C)cc(OC)n1)S(=O)(=O)c1ccccc1	83
CCN1CCN(c2ncc3c(n2)CC(c2ccc(OC)c(OC)c2)CC3=O)CC1 (stereo not given)	101
CC(Nc1ccc(Br)cn1)c1cc(Cl)ccc1O (stereo not given)	85
COc1ccccc1N(CC(=O)Nc1ccc2c(c1)OCO2)S(=O)(=O)c1ccccc1	79
COc1ccc(CCC(=O)NCc2cnn(C)c2)cc1	116
COc1ccc(S(=O)(=O)N2CCCC2C(=O)Nc2nc3c(s2)CCCC3)cc1 (stereo not given)	83
Cc1ccc(S(=O)(=O)CC(=O)Nc2ccc(S(=O)(=O)Nc3onc(C)c3C)cc2)cc1	104
CC(=O)C1C(c2cccc(F)c2)NC(=O)NC1(O)C(F)(F)F (stereo not given)	81
Cc1c(NC(=O)c2cccc(NC(=O)c3ccco3)c2)cccc1C(=O)O	104
Cn1nnc2cc(C(=O)Nc3cccnc3)ccc21	107
C/C(=N\O)C1(C)N(O)C(C)(C)C(c2ccco2)=[N+]1[O-] (stereo not given)	97
CCOC(=O)C1=C(N)OC2=C(C(=O)CC(C)(C)C2)C1c1ccco1 (stereo not given)	91
O=c1nc(NCc2ccco2)sc2ncccc12	116
O=C(CSc1nnc(Cc2cc(=O)[nH]c(=O)[nH]2)n1-c1ccc(Cl)cc1)NCC1CCCO1 (stereo not given)	96

Grouped by structure, those above containing a Cl atom (16)
SMILES	SK-BR-3 tox 24h
CNc1oc(-c2ccc(Cl)cc2)nc1C#N	78
CN1CC=C2C(C#N)=C(N)C(C#N)(C#N)C(c3cccc(Cl)c3Cl)C2C1 (stereo not given)	76
CC(C(=O)NCc1ccccc1)N1C(=O)C2CC=C(Cl)CC2C1=O (stereo not given)	81
Cc1onc(-c2ccccc2Cl)c1C(=O)N1CCc2ccccc21	92
O=C(NCC1CCCO1)c1nn2cccnc2c1Cl (stereo not given)	80
COc1ccc(Cl)cc1C(=O)CSc1nnnn1C1CCCC1	81
Cc1cc(C)nc(N2CCN(c3ncnc4c3cnn4Cc3ccc(Cl)cc3Cl)CC2)n1	71
O=C(Oc1ccnc2cc(Cl)ccc12)N1CCOCC1	96
CCOc1c(Cl)cc(C(=O)NCCN2CCCCC2)cc1Cl	72
Cc1cc(NS(=O)(=O)c2ccc(Cl)cc2)nn1CC(=O)NCc1ccco1	83
CCn1c(SC)nnc1-c1sc2cc(Cl)ccc2c1Cl	81
O=C(CCCOc1ccc(Cl)cc1Cl)N1CCN(c2ccccn2)CC1	98
COc1ccccc1-c1nc(C#N)c(N2CCN(c3cccc(Cl)c3)CC2)o1	97
COc1ccccc1NC(=O)CN1CCN(c2ccc(Cl)cc2)CC1	70
CC(Nc1ccc(Br)cn1)c1cc(Cl)ccc1O (stereo not given)	85
O=C(CSc1nnc(Cc2cc(=O)[nH]c(=O)[nH]2)n1-c1ccc(Cl)cc1)NCC1CCCO1 (stereo not given)	96

Screening data as filed in PubChem.
